Screening data from PubChem BioAssay.
CRFBP-R2 agonist: CRF-BP/CRF-R2 complex agonism; activation, % at 13.2 µM; HEK293 CRF-R2/CRF-BP, calcium dye fluorescence (FLIPR); percent of saturating CRF peptide response; 350,000 tested, 0.46% active;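 active = activation of at least 50%, plus an integration ratio under a set limit after plate pattern correction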;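 note: plate controls were neutral control wells without compound for no effect and CRF at EC100 for full effect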
CHRM5 agonist: agonists of human muscarinic M5 receptor (CHRM5) | AID 624037 | activation, % at 3 µM | 360,000 tested, 0.19% active | P08912 | CHO-K1 hM5 cells, Fluo-8 calcium fluorescence; 0% DMSO wells, 100% maximal acetylcholine response;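 active = activation above the run's mean over test compounds plus 3 SD, cut at about 23% in these data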;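 note: signal is peak over basal fluorescence ratio across the kinetic read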
Target sequence (P08912 whole entry, looked up): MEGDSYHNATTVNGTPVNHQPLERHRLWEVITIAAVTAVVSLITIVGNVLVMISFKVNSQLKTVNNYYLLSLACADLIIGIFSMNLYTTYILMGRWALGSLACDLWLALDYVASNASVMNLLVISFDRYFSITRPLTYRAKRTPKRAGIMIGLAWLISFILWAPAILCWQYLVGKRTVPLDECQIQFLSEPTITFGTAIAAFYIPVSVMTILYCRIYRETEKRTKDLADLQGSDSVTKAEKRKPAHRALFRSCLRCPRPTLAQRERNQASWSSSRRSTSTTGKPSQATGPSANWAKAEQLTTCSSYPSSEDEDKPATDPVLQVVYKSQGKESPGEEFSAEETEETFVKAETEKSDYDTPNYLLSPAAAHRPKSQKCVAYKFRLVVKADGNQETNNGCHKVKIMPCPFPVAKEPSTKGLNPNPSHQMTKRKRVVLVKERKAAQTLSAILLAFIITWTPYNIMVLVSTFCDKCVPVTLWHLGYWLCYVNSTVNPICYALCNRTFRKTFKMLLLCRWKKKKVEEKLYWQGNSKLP
CHRM4 agonist: CHRM4 agonism in calcium assay; P08173; CHO-K1 hM4/Gqi5, Fluo-8 calcium fluorescence; vehicle 0%, full acetylcholine response 100%; activation, % at 3 µM; 360,000 tested, 0.14% active; AID 624127;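 active = activation above the run mean over all test wells plus 3 SD, cut at about 32% in these data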;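 note: peak over basal fluorescence ratio per well then scaled between controls; 0% = DMSO wells and 100% = acetylcholine at EC100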
Target sequence (P08173 whole entry, looked up): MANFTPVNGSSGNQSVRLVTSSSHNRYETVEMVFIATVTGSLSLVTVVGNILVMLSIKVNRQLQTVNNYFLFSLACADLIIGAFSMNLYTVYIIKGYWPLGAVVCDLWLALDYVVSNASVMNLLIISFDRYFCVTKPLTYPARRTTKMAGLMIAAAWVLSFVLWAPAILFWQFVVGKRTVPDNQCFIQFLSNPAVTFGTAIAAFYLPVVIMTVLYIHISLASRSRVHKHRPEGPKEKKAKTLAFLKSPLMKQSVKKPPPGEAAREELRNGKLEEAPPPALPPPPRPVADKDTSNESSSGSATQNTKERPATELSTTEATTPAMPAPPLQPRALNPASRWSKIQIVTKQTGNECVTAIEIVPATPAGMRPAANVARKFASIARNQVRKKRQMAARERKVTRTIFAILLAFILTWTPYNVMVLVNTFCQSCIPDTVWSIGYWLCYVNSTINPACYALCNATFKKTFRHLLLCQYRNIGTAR
M4 PAM: positive allosteric modulators of human muscarinic M4 receptor. CHO-K1 hM4/Gqi5, Fluo-8 calcium fluorescence, ACh EC20; 0% = ACh EC20, 100% = maximal ACh. activation, % at 3 µM. 360,000 tested, 0.4% active. P08173. AID 624126;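 active = activation above its plate's cutoff, the mean activation of sample wells plus 3 SD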; note: some results filed as inactive read as strong as hits
CHRM5 PAM: CHRM5 positive allosteric modulation. P08912. CHO-K1 hM5, Fluo-8 calcium, ACh EC20 PAM; 0% = ACh EC20, 100% = ACh EC100. activation, % at 3 µM. 360,000 tested, 0.3% active. AID 624038;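 active = activation above the run cutoff, the mean activation of all test compounds plus 3 SD, cut at about 18% in these data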
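System: CHO-K1 hM5 cells. Reagent: acetylcholine, EC20 level. Compound dosing: single dose, 3 µM nominal final test concentration. Timing: Post-acetylcholine fluorescence recording 140 s. Detection: Fluo-8 calcium fluorescence. Read-out: % activation, ACh-normalized. Benchmarks: ACh EC20 and EC100 wells. Repeats: singlicate, one well per test compound.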
IDE cell inh: inhibitors of human insulin-degrading enzyme in cells; 320,000 tested, 0.41% active; AID 434962; P14735; HEK cells, FAbetaB cleavage, fluorescence polarization; inhibition, % at 5.59 µM;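 active = percent inhibition above the average of all tested compounds plus 3 SD, set per screening campaign, cut at about 16% in these data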;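 note: IDE supplied by intact live HEK cells; FP after avidin binding of uncleaved biotin substrate so inhibition keeps polarization high; 0% = DMSO wells and 100% = 60 µM reference IDE inhibitor Ii1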
CHRM4 antagonist: antagonists of human muscarinic M4 receptor (CHRM4). CHO-hM4 cells, ACh EC80, Fluo-8 calcium fluorescence. inhibition, % at 3 µM. 360,000 tested, 0.73% active. AID 624125;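 active = inhibition above its plate's cutoff, the mean inhibition of sample wells plus 3 SD, cut at about 27% in these data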;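 note: 0% = acetylcholine EC80 with DMSO and 100% = DMSO without agonist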
CRFBP-R2 block: blocks CRF-induced signaling of the CRF-BP/CRF-R2 complex; inhibition, % at 11.8 µM; HEK293 CRF-R2/CRF-BP, CRF-induced calcium fluorescence; 350,000 tested, 0.59% active;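 active = inhibition of the ligand-induced calcium signal above about 50% at the single tested concentration, limit read from the data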
M5 antag: CHRM5 antagonism in calcium assay; CHO-hM5 cells, Fluo-8 calcium fluorescence, ACh EC80; inhibition, % at 3 µM; 360,000 tested, 0.59% active; AID 624040;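 active = inhibition above a per-plate cutoff, the mean of that plate's test compounds plus 3 SD, cut at about 27% in these data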;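 note: 0% = acetylcholine EC80 with DMSO and 100% = DMSO without agonist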
Active calls of the source: *. No enrichment for hits (roughly 2.9% active in at least one column).

Results for COc1cccc(OC)c1OC(=O)c1ccccc1 ?
CRFBP-R2 agonist: 2.0; CHRM5 agonist: -4; CHRM4 agonist: 0; M4 PAM: 7; CHRM5 PAM: 6; CHRM4 antagonist: -4; CRFBP-R2 block: 35; M5 antag: 13

How did CCN(CC)CCn1c(=N)n(CCO)c2ccccc21 do in these assays?
CRFBP-R2 agonist: 0.9; CHRM5 agonist: -2; CHRM4 agonist: 0; M4 PAM: 1; CHRM5 PAM: -4; IDE cell inh: 2; CHRM4 antagonist: 1; CRFBP-R2 block: 8; M5 antag: 11

Results for CCCCNC(=O)c1cc(-c2ccc(OC)cc2)on1 ?
CRFBP-R2 agonist: 2.5; CHRM5 agonist: -3; CHRM4 agonist: 0; M4 PAM: 5; CHRM5 PAM: -8; IDE cell inh: -3; CHRM4 antagonist: 2; CRFBP-R2 block: -27; M5 antag: 3

What do the screens show for `O=C(Nc1ccc(N2CCOCC2)cc1)c1ccc(COc2ccccc2)cc1`?
CRFBP-R2 agonist: 1.0; CHRM5 agonist: 2; CHRM4 agonist: 4; M4 PAM: 2; CHRM5 PAM: 2; IDE cell inh: 7; CHRM4 antagonist: -13; CRFBP-R2 block: -9; M5 antag: -3

Results for Cc1ccc(S(=O)(=O)N[C@H]2CCC[C@@H]2O)cc1 ?
CHRM5 agonist: -1; CHRM4 agonist: 1; M4 PAM: 5; CHRM5 PAM: 3; CHRM4 antagonist: 3; M5 antag: 8

What do the screens show for `Cc1cccc(OCC(=O)NNC(=O)c2cc3ccccc3oc2=O)c1`?
CRFBP-R2 agonist: -4.0; CHRM5 agonist: -2; CHRM4 agonist: 1; M4 PAM: -4; CHRM5 PAM: 0; IDE cell inh: 1; CHRM4 antagonist: -6; CRFBP-R2 block: -13; M5 antag: -2

How did Cc1ccc(-n2nnnc2-c2ccccc2Br)cc1 do in these assays?
CRFBP-R2 agonist: -0.6; CHRM5 agonist: -17; CHRM4 agonist: 1; M4 PAM: -9; CHRM5 PAM: -1; IDE cell inh: -1; CHRM4 antagonist: -6; CRFBP-R2 block: 8; M5 antag: 1

Results for Cc1ccc(C)c(NC(=O)c2cc(-c3cc(C)ccc3O)n[nH]2)c1 ?
CRFBP-R2 agonist: 0.2; CHRM5 agonist: 10; CHRM4 agonist: 7; M4 PAM: 0; CHRM5 PAM: -5; IDE cell inh: 3; CHRM4 antagonist: -7; CRFBP-R2 block: -8; M5 antag: 3

How did COc1ccccc1C(=O)NC(=S)Nc1ccccc1N1CCCCC1 do in these assays?
CRFBP-R2 agonist: 9.6; CHRM5 agonist: 2; CHRM4 agonist: 0; M4 PAM: 7; CHRM5 PAM: 6; IDE cell inh: 3; CHRM4 antagonist: 2; CRFBP-R2 block: -28; M5 antag: -5

What do the screens show for `CCN(Cc1cc(=O)oc2cc(C)ccc12)c1ccccc1`?
CRFBP-R2 agonist: -2.1; CHRM5 agonist: -8; CHRM4 agonist: -1; M4 PAM: -6; CHRM5 PAM: -4; CHRM4 antagonist: 2; CRFBP-R2 block: 13; M5 antag: 9

Next part; it opens with the 3 that closed the last part.
Results for Cc1ccc(C)c(NC(=O)c2cc(-c3cc(C)ccc3O)n[nH]2)c1 ?
CRFBP-R2 agonist: 0.2; CHRM5 agonist: 10; CHRM4 agonist: 7; M4 PAM: 0; CHRM5 PAM: -5; IDE cell inh: 3; CHRM4 antagonist: -7; CRFBP-R2 block: -8; M5 antag: 3

How did COc1ccccc1C(=O)NC(=S)Nc1ccccc1N1CCCCC1 do in these assays?
CRFBP-R2 agonist: 9.6; CHRM5 agonist: 2; CHRM4 agonist: 0; M4 PAM: 7; CHRM5 PAM: 6; IDE cell inh: 3; CHRM4 antagonist: 2; CRFBP-R2 block: -28; M5 antag: -5

What do the screens show for `CCN(Cc1cc(=O)oc2cc(C)ccc12)c1ccccc1`?
CRFBP-R2 agonist: -2.1; CHRM5 agonist: -8; CHRM4 agonist: -1; M4 PAM: -6; CHRM5 PAM: -4; CHRM4 antagonist: 2; CRFBP-R2 block: 13; M5 antag: 9

Results for COc1ccc2[nH]c(=O)c(CNc3ccccc3C)cc2c1 ?
CRFBP-R2 agonist: 6.1; CHRM5 agonist: -1; CHRM4 agonist: 1; M4 PAM: -2; CHRM5 PAM: 2; IDE cell inh: 0; CHRM4 antagonist: -3; CRFBP-R2 block: 5; M5 antag: 9

Results for O=C(c1ccc2c(c1)OCO2)N(c1ccc(F)cc1)C1C=CS(=O)(=O)C1 (stereo unspecified) ?
CRFBP-R2 agonist: -0.4; CHRM5 agonist: -2; CHRM4 agonist: 2; M4 PAM: 2; CHRM5 PAM: 0; IDE cell inh: -5; CHRM4 antagonist: 4; CRFBP-R2 block: -6; M5 antag: -6

What do the screens show for `Cc1cc(C)cc(NC(=O)C2CCCN(S(=O)(=O)c3c(C)noc3C)C2)c1` (stereo unspecified)?
CRFBP-R2 agonist: 0.8; CHRM5 agonist: -3; CHRM4 agonist: 1; M4 PAM: -3; CHRM5 PAM: 4; IDE cell inh: 0; CHRM4 antagonist: -5; CRFBP-R2 block: 19; M5 antag: -3

Results for O=C(CCC(=O)N1CCSc2ccccc21)Nc1cccc(F)c1 ?
CRFBP-R2 agonist: 0.4; CHRM5 agonist: 2; CHRM4 agonist: 9; M4 PAM: 8; CHRM5 PAM: -9; IDE cell inh: 1; CHRM4 antagonist: -5; CRFBP-R2 block: -34; M5 antag: 2

Results for CCOc1ccccc1NC(=S)N1CCC(NC(=O)NC23CC4CC(CC(C4)C2)C3)CC1 ?
CRFBP-R2 agonist: -0.3; CHRM5 agonist: 1; CHRM4 agonist: 1; M4 PAM: 1; CHRM5 PAM: -1; IDE cell inh: 2; CHRM4 antagonist: 1; CRFBP-R2 block: -20; M5 antag: -1

Results for COc1ccc(CCNC(=O)Cc2ccc([N+](=O)[O-])cc2)cc1OC ?
CRFBP-R2 agonist: -0.1; CHRM5 agonist: 3; CHRM4 agonist: 0; M4 PAM: -12; CHRM5 PAM: 2; IDE cell inh: 6; CHRM4 antagonist: -6; CRFBP-R2 block: -5; M5 antag: -1

What do the screens show for `CC(C(=O)NC1C=CS(=O)(=O)C1)N1C(=O)/C(=C\c2ccccc2)SC1=S` (stereo unspecified)?
CRFBP-R2 agonist: -2.0; CHRM5 agonist: 1; CHRM4 agonist: 8; M4 PAM: -1; CHRM5 PAM: -3; IDE cell inh: 0; CHRM4 antagonist: -5; CRFBP-R2 block: -13; M5 antag: -4

Results for Cc1ccc(OCCCC(=O)NNC(=O)c2ccncc2)cc1 ?
CRFBP-R2 agonist: 4.2; CHRM5 agonist: -3; CHRM4 agonist: 1; M4 PAM: 15; CHRM5 PAM: -4; IDE cell inh: -3; CHRM4 antagonist: -22; CRFBP-R2 block: 8; M5 antag: 9

What do the screens show for `CCCc1ccc(OCc2nc(-c3ccc(NC(=O)c4cccs4)cc3)no2)cc1`?
CRFBP-R2 agonist: 10; CHRM5 agonist: -1; CHRM4 agonist: 0; M4 PAM: -4; CHRM5 PAM: -3; IDE cell inh: -7; CHRM4 antagonist: 2; CRFBP-R2 block: -2; M5 antag: 5

How did O=C(c1ccc2c(c1)OCO2)C1CCCN(C(=O)Nc2ccc(F)cc2F)C1 (stereo unspecified) do in these assays?
CRFBP-R2 agonist: -2.5; CHRM5 agonist: -14; CHRM4 agonist: 2; M4 PAM: -10; CHRM5 PAM: -1; IDE cell inh: -5; CHRM4 antagonist: -17; CRFBP-R2 block: -27; M5 antag: -1

Results for Cn1c(=O)[nH]c(=O)c2c1nc(NCCO)n2CCOc1ccccc1 ?
CRFBP-R2 agonist: 4.5; CHRM5 agonist: 0; CHRM4 agonist: 0; M4 PAM: 6; CHRM5 PAM: 5; IDE cell inh: -3; CHRM4 antagonist: -5; CRFBP-R2 block: -12; M5 antag: -4

What do the screens show for `CO/N=C/NC(=O)NOCc1ncc(C(F)(F)F)cc1Cl`?
CRFBP-R2 agonist: -0.8; CHRM5 agonist: -2; CHRM4 agonist: 0; M4 PAM: 8; CHRM5 PAM: 7; IDE cell inh: -2; CHRM4 antagonist: 2; CRFBP-R2 block: -9; M5 antag: 0

Results for COc1ccccc1C1CC(c2ccc(Br)cc2)=NN1C(=O)c1cccnc1 (stereo unspecified) ?
CRFBP-R2 agonist: 5.9; CHRM5 agonist: -4; CHRM4 agonist: 3; M4 PAM: -10; CHRM5 PAM: -5; IDE cell inh: 1; CHRM4 antagonist: 2; CRFBP-R2 block: -32; M5 antag: 6

What do the screens show for `O=C(Cn1c(=O)oc2cc(S(=O)(=O)N3CCCC3)ccc21)Nc1cccc(C(F)(F)F)c1`?
CRFBP-R2 agonist: -1.1; CHRM5 agonist: 1; CHRM4 agonist: 5; M4 PAM: -10; CHRM5 PAM: -11; IDE cell inh: 5; CHRM4 antagonist: 13; CRFBP-R2 block: -5; M5 antag: 15

What do the screens show for `O=C(Nc1ccccc1)Nc1ccc(F)cc1F`?
CRFBP-R2 agonist: 0.5; CHRM5 agonist: 2; CHRM4 agonist: 4; M4 PAM: -5; CHRM5 PAM: -1; IDE cell inh: 6; CHRM4 antagonist: -6; CRFBP-R2 block: -7; M5 antag: -2

Results for O=C(NC1CCCCC1)NC1CC2CCC(C1)N2C(=S)NCc1ccco1 (stereo unspecified) ?
CRFBP-R2 agonist: 0.0; CHRM5 agonist: -4; CHRM4 agonist: 2; M4 PAM: -4; CHRM5 PAM: 1; IDE cell inh: 7; CHRM4 antagonist: -2; CRFBP-R2 block: 6; M5 antag: 0

What do the screens show for `CC1CCN(C(=O)C(NS(=O)(=O)c2cccc3nsnc23)c2ccccc2)CC1` (stereo unspecified)?
CRFBP-R2 agonist: 0.7; CHRM5 agonist: 0; CHRM4 agonist: 2; M4 PAM: -7; CHRM5 PAM: -2; IDE cell inh: -1; CHRM4 antagonist: -1; CRFBP-R2 block: -32; M5 antag: 0

Results for CCOC(=O)C1CCN(C(=O)c2cc(S(=O)(=O)N(C)C)ccc2N2CCCC2)CC1 ?
CRFBP-R2 agonist: -1.5; CHRM5 agonist: 1; CHRM4 agonist: 3; M4 PAM: 12; CHRM5 PAM: 10; IDE cell inh: -5; CHRM4 antagonist: -12; CRFBP-R2 block: -8; M5 antag: -27

What do the screens show for `O=C(Nc1ccc(Cl)cc1)c1cc(S(=O)(=O)Nc2ccccn2)ccc1Cl`?
CRFBP-R2 agonist: -0.8; CHRM5 agonist: -1; CHRM4 agonist: 1; M4 PAM: -7; CHRM5 PAM: -4; IDE cell inh: 0; CHRM4 antagonist: 0; CRFBP-R2 block: 9; M5 antag: 12

How did Cc1ccc(C)c(N/C(N)=N/c2nc(C)cc(C)n2)c1 do in these assays?
CRFBP-R2 agonist: 37; CHRM5 agonist: 30*; CHRM4 agonist: 91*; M4 PAM: -41; CHRM5 PAM: -16; IDE cell inh: 5; CHRM4 antagonist: 66*; CRFBP-R2 block: -34; M5 antag: 21

How did CCn1ccnc1CNCc1cn(-c2cc(C)ccc2C)nc1-c1ccccc1 do in these assays?
CRFBP-R2 agonist: -0.4; CHRM5 agonist: -2; CHRM4 agonist: 5; M4 PAM: -3; CHRM5 PAM: -4; IDE cell inh: 5; CHRM4 antagonist: -8; CRFBP-R2 block: -20; M5 antag: 6
